# p53 reactivation = mutant p53 re-activation in reporter cells; AID 504706; Potency, µM (top dose mostly 92.2 µM), inactives show top-dose activity change, positive = activation, actives largely listed as activators; H1299 p53-A138V BP100-luciferase reporter, luminescence, 24 h; hit rate 0.063% among 320,000; note: % of control where 0% means no effect; nearly all actives have a fitted effect of over 45% in size
#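 H1299 (p53-null), stable ts p53-A138V + BP100-Luc; 1000 cells/well, Opti-MEM/10% FBS; cpd 4 pt, 1:5; 24 h, 37 deg C, 5% CO2; detection reagent 10 min RT; luminescence.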
# ELG1 genotoxic = inducers of genotoxicity in HEK293T ELG1-luciferase cells; hit rate 1.3% among 330,000; Potency, µM (titrated, usually from 46 µM), without a hit: top-dose activity change, positive = activation, usual class: activators; HEK293T ELG1-luciferase reporter, luminescence, 16 h; note: % of control where 0% means no effect; nearly all actives have a fitted effect of over 60% in size
#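 Genotoxicity was scored as increased ELG1-luciferase reporter signal, measured by ONE-Glo luminescence (30 min, room temperature). Compound or vehicle exposure of the HEK293T reporter cells lasted 16 hr at 37°C.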
# BRCA1 expr up = activators of BRCA1 expression; hit rate 1.1% among 380,000; MCF7-BRCA1-FFLuc reporter, luminescence, 48 h; response scale: scaled: vehicle 0%, 10 µM genistein 100%; Potency, µM (highest dose often 46.1 µM), without a hit: at the top dose activation, hits mostly activators; note: nearly all actives have a fitted effect of over 80% in size; some results filed as inactive show a strong effect at the top dose
#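 Activators of BRCA1 expression were detected as increased firefly luciferase luminescence in engineered MCF7 cells after 48 h compound incubation. Signals were scaled to genistein 10 microM as full activation.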
# uPA surface inh = blocks generation of uPA at the cell surface; AID 540303; hit rate 0.31% among 330,000; Potency, µM (titrated, usually from 38.3 µM), without a hit: at the top dose activity change, negative = inhibition, usual class: inhibitors; cell surface uPA generation assay, qHTS; active = well fitted inhibition curve with a large enough effect; inconclusive = small, poorly fitted or top-dose-only effect; inactive = no such curve, though single readings can be large or run the other way; tested in mouse RAW 264.7 cells; note: % is set by controls: 0 for no effect and ±100 for the full control effect; nearly all actives have a fitted effect of over 55% in size
# * hit, by the source's call; ? = inconclusive. Unless noted, calls come from the whole dose curve; as a rule, active = well fitted activation curve with a large enough effect; inconclusive = small, poorly fitted or top-dose-only effect; inactive = no such curve, though single readings can be large or run the other way. Potency is the fitted concentration of half-maximal effect.
SMILES,p53 reactivation,ELG1 genotoxic,BRCA1 expr up,uPA surface inh
CCN(C(=O)c1ccc2c(c1)OCO2)C12CC3CC(CC(C3)C1)C2,-1%,-5%,-6%,13%
CN(c1ccc(F)cc1)S(=O)(=O)c1ccc(Cl)c(C(=O)NCc2ccco2)c1,0%,-2%,-6%,?
O=S(=O)(Nc1ccc(S(=O)(=O)N2CCCC2)cc1)c1ccc(F)cc1F,-6%,-1%,-1%,1%
COc1cccc(NC(=O)CN2C(=O)NC3(CCCCCC3)C2=O)c1,-5%,2%,-12%,1%
O=C(CSc1nccc(=O)[nH]1)NC1CCCCCC1,-4%,6%,0%,-4%
O=C(COC(=O)COc1ccccc1)NC1CCS(=O)(=O)C1 (configuration not stated),1%,1%,-17%,-6%
CC[C@]12c3[nH]c4ccc(Cl)cc4c3CCN1C(=O)[C@@H](CC(=O)NCCC1=CCCCC1)C[C@@H]2C(=O)N1CCN(C(=O)c2ccco2)CC1,5%,-10%,-67%,?
Cc1noc(C)c1NC(=O)Nc1ccc2c(c1)C(=O)N([C@@H](C)CO)C[C@@H](C)[C@@H](CN(C)Cc1ccc3c(c1)OCO3)O2,-2%,5%,-6%,0%
O=C1c2cc(Br)ccc2OC2C=CC=CC12 (configuration not stated),28%,13%,12%,-7%
COC(=O)[C@]1(Cc2ccccc2)N[C@H](CN(C)S(=O)(=O)c2ccc(C(F)(F)F)cc2)[C@@H]2C(=O)N(Cc3ccccc3)C(=O)[C@@H]21,-8%,0%,-12%,28%
COc1cc(CC(=O)OCC(=O)NCc2cccs2)cc(OC)c1OC,0%,1%,-1%,0%
CCC/C(C#Cc1ccc(N(C)C)cc1)=C1/c2ccccc2C(=O)N1c1ccccc1,18%,4%,15%,-12%
COc1ccc(OC)c(NC(=O)COC(=O)CCc2ccc(S(=O)(=O)N3CCOCC3)cc2)c1,1%,3%,15%,9%
O=C1CN(C(=O)COC(=O)[C@@H]2CC(O)CN2S(=O)(=O)c2ccc(Cl)cc2)c2ccccc2N1 (some centres not stated),-9%,0%,-8%,-6%
C=CC[C@@H](CC(=O)NCCO)C(=O)N[C@H](C)COC(=O)[C@@H](CC=C)CC(=O)OC(C)(C)C,3%,0%,0%,-1%
Cc1ccc(S(=O)(=O)N2[C@@H](c3ccc(C(C)(C)C)cc3)C(C(=O)O)=CC[C@H]2c2cccc(Cl)c2)cc1,2%,-4%,-9%,-17%
O=C(CCNC(=O)c1ccc(Cl)cc1)NCc1ccco1,-8%,-1%,-20%,3%
COc1cc(C(=O)N2CCC(C(N)=O)CC2)ccc1OCc1c(C)noc1C,1%,3%,-29%,4%
CN(C(=O)Cn1nc(C(=O)O)c2ccccc2c1=O)C1CCCCC1,12%,20%,-1%,0%
O=C(NCC(=O)N1CCN(c2ncccn2)CC1)c1ccccc1F,22%,25%,7.9µM*,3%
Nc1ncnc2c1ncn2[C@@H]1O[C@H](CNCc2ccc(OCC(=O)Nc3ccccn3)cc2)[C@@H](O)[C@H]1O,8%,15%,-4%,0%
O=C(CC1SC(N2CCOCC2)=NC1=O)Nc1ccccc1F (configuration not stated),-4%,3%,4%,-13%
COc1ccc(CN(C)C(=O)Cn2cnc3c(NCc4ccccc4)ncnc32)cc1OC,-5%,-1%,2%,-1%
CC[C@@]1(C(=O)OC)N[C@H](CN(C)C(=O)c2ccc(C)cc2)[C@@H]2C(=O)N(Cc3ccccc3)C(=O)[C@@H]21,-8%,-2%,0%,1%
C=CCC1[C@H](C)[C@H]2[C@@H]3CC[C@@H](C3)[C@H]2CN1S(=O)(=O)c1ccc(C)cc1 (some centres not stated),11%,-3%,-12%,-13%
CN1C[C@@H]2[C@@H]3C(=O)N(Cc4ccccc4)C(=O)[C@@H]3[C@](C)(C1=O)N2C(=O)c1ccc(Cl)cc1,-3%,3%,-8%,0%
CN(C)S(=O)(=O)c1cccc(NC(=O)COC(=O)c2ccc3ccccc3n2)c1,-4%,12%,-10%,-46%
O=C(N[C@H]1C/C=C\C[C@@H](CC(=O)N(CCO)Cc2ccccc2)C(=O)N2CCC[C@H]2COC1=O)OCC1c2ccccc2-c2ccccc21,-9%,-3%,-1%,-7%
Cc1ccc([C@@H]2CC=C(C(=O)O)[C@H](c3ccccc3)N2S(=O)(=O)c2ccccc2C)cc1,-8%,1%,0%,-9%
CCn1nc(C(=O)NNS(=O)(=O)c2ccc(C)cc2)c2ccccc2c1=O,0%,0%,-46%,1%
COc1cccc(C(=O)OCC(=O)Nc2cc(C)on2)c1OC,0%,1%,-2%,3%
COc1ccc(OCCC(=O)OCC(=O)Nc2cccc(S(=O)(=O)N3CCCCC3)c2)cc1,?,5%,-11%,-11%
O=C(COC(=O)CNC(=O)c1cccc(OC(F)F)c1)NCc1ccc2c(c1)OCO2,-2%,4%,4%,21%
CC(C)(C)OC(=O)C[C@@H]1C/C=C\C[C@H](CC(=O)NCCO)C(=O)NC[C@@H](c2ccccc2)OC1=O,2%,0%,0%,10%
O=C(c1cc(S(=O)(=O)N2CCOCC2)ccc1Cl)N1CCCCC1CO (configuration not stated),-4%,0%,-4%,0%
Cc1c(Cl)cccc1N1C(=O)CC(NNC(=O)c2ccc3c(c2)OCO3)C1=O (configuration not stated),-1%,-1%,-13%,3%

# Quoted at random: seven records from the list
SMILES,p53 reactivation,ELG1 genotoxic,BRCA1 expr up,uPA surface inh
O=C(N[C@H]1C/C=C\C[C@@H](CC(=O)N(CCO)Cc2ccccc2)C(=O)N2CCC[C@H]2COC1=O)OCC1c2ccccc2-c2ccccc21,-9%,-3%,-1%,-7%
O=C(CC1SC(N2CCOCC2)=NC1=O)Nc1ccccc1F (configuration not stated),-4%,3%,4%,-13%
O=C(CSc1nccc(=O)[nH]1)NC1CCCCCC1,-4%,6%,0%,-4%
O=C(NCC(=O)N1CCN(c2ncccn2)CC1)c1ccccc1F,22%,25%,7.9µM*,3%
CN(C)S(=O)(=O)c1cccc(NC(=O)COC(=O)c2ccc3ccccc3n2)c1,-4%,12%,-10%,-46%
Cc1ccc(S(=O)(=O)N2[C@@H](c3ccc(C(C)(C)C)cc3)C(C(=O)O)=CC[C@H]2c2cccc(Cl)c2)cc1,2%,-4%,-9%,-17%
O=C(c1cc(S(=O)(=O)N2CCOCC2)ccc1Cl)N1CCCCC1CO (configuration not stated),-4%,0%,-4%,0%

# (cont.)
SMILES,p53 reactivation,ELG1 genotoxic,BRCA1 expr up,uPA surface inh
CC[C@]12c3[nH]c4ccc(Cl)cc4c3CCN1C(=O)[C@@H](CC(=O)NCCCn1ccnc1)C[C@@H]2C(=O)N1CCN(C(=O)c2ccco2)CC1,0%,1%,14%,-12%
CCC[C@@H](CN1CCC[C@H]1CN1C(N)=NC[C@@H]1Cc1ccccc1)N1C[C@@H](Cc2ccccc2)N(CCc2ccc(Cl)c(Cl)c2)C1=N,5%,-1%,-8%,3%
O=C(COC(=O)CC1CCCC1)Nc1ccc(Br)cc1F,-4%,4%,0%,1%
C[C@@H](NC(=O)c1nc[nH]c1C(=O)NCCCCCNC(=O)OC(C)(C)C)c1ccccc1,-1%,-2%,0%,22%
CC[C@@]1(C(=O)OC)N[C@H](CN(C)C(=O)COC)[C@@H]2C(=O)N(Cc3ccccc3)C(=O)[C@@H]21,1%,3%,9%,7%
Cn1c(N)c(C(=O)CSc2nnc(N)s2)c(=O)n(C)c1=O,-3%,0%,3%,5%
C/C=C(/C)C(=O)O[C@@H]([C@H](O)c1cc2ccc(=O)oc2cc1OC)C(C)(C)O[C@@H]1O[C@H](CO)[C@@H](O)[C@H](O)[C@H]1O,-2%,3%,19%,-4%
O=C(COc1cccnc1[N+](=O)[O-])N1CCC(Cc2ccccc2)CC1,-8%,-1%,-15%,-4%
O=C(C[C@H]1C[C@H](C(=O)N2CCCCC2)[C@@]2(CCc3ccccc3)c3[nH]c4ccc(Cl)cc4c3CCN2C1=O)NCc1ccco1,-4%,1%,-23%,?
O=C(O)COc1ccccc1C=NNC(=O)c1ccccc1NS(=O)(=O)c1cccs1,-4%,1%,-3%,-2%
CCN(C[C@H]1N[C@@](C)(C(=O)OC)[C@H]2C(=O)N(C)C(=O)[C@@H]12)S(=O)(=O)c1ccc(OC(F)(F)F)cc1,4%,3%,-3%,10%
COC(=O)[C@@H](CC(C)C)N(Cc1ccccc1)S(=O)(=O)N(Cc1ccccc1)[C@@H](CC(C)C)C(=O)OC,1%,-3%,-14%,22%
Cc1ccc(-c2csc(NCCn3c(-c4ccncc4)nc4cc(C(F)(F)F)ccc43)n2)cc1,-3%,-8%,-12%,1%
Cc1noc(C)c1NC(=O)Nc1ccc2c(c1)C(=O)N([C@H](C)CO)C[C@H](C)[C@@H](CN(C)C(=O)Nc1ccc3c(c1)OCO3)O2,10%,3%,-19%,5%
COc1ccc(S(=O)(=O)N(C)C[C@H]2Oc3c(NC(=O)Nc4ccc(C(F)(F)F)cc4)cccc3C(=O)N([C@H](C)CO)C[C@@H]2C)cc1,-6%,-5%,-77%,?
Cc1cc(C(=O)NCCN2CCOCC2)c2ccccc2n1,0%,-1%,6%,2%
Cn1c(=O)c2c(ncn2CC(=O)Nc2cc(S(=O)(=O)N3CCCCC3)ccc2O)n(C)c1=O,?,3%,-16%,4%
Cc1ccc(S(=O)(=O)N2CCCCC2)cc1C(=O)N1C(C)CCCC1C (configuration not stated),-1%,-6%,2%,4%
Cc1cc(C(=O)O)cc(S(=O)(=O)Nc2c(C)nn(C)c2C)c1C,-6%,-1%,-8%,1%
CC(C)N(C(=O)[C@H]1C[C@H](CC(=O)NCC23CC4CC(CC(C4)C2)C3)C(=O)N2CCc3c([nH]c4ccc(Cl)cc34)[C@]12C)C(C)C,-2%,-7%,-37%,?
CN(C(=O)CSc1cccc[n+]1[O-])C1CCCCC1,13%,2%,-2%,-1%
C=CC[C@@H](Cc1ccc(F)cc1)C(=O)OC[C@H]1CCCN1C(=O)[C@H](CC=C)CC(=O)NCCO,-3%,1%,3%,-1%
C=CCC[C@@H](Cc1ccc(F)cc1)C(=O)OC[C@H]1CCCN1C(=O)[C@@H](CC=C)CC(=O)N[C@H](CO)Cc1ccccc1,3%,-9%,-14%,?
CC(=O)N1CCN(CCS(=O)(=O)c2cc(Cl)ccc2Cl)CC1,10%,?,-41%,-11%
O=C(CCNC(=O)c1ccccc1Cl)NN=Cc1ccccc1[N+](=O)[O-],-2%,1%,-11%,4%
CN(c1ccccc1)S(=O)(=O)c1cccc(NC(=O)CCNC(=O)c2ccc([N+](=O)[O-])cc2)c1,-4%,-14%,-41%,-6%
COc1ccc(/C=C(/C(=O)N2CCCCC2C(=O)O)c2ccc(OC)c(OC)c2)cc1 (configuration not stated),-5%,1%,4%,14%
Cc1noc(C)c1NC(=O)N(C)C[C@H]1Oc2ccc(NC(=O)NC3CCCCC3)cc2C(=O)N([C@H](C)CO)C[C@@H]1C,9%,-2%,9%,5%
CCn1c(C)nc2cc(C(=O)NN=Cc3ccccc3OC(F)F)ccc21,29%,15%,?,-28%
O=[N+]([O-])c1ccc(Cl)c(S(=O)(=O)Nc2cccc(S(=O)(=O)NC3=NCCC3)c2)c1,9%,2%,-35%,4%
C=CCONC(=O)Cc1ccccc1,11%,-3%,3%,13%
COc1cc(C(C)=O)ccc1OCC(=O)NCCCn1nc(C)cc1C,1%,3%,-13%,-2%
CC1CCCN(CC(=O)NNC(=O)COc2ccc(Br)cc2)C1 (configuration not stated),-1%,0%,-2%,4%
O=C(O)c1cccc(S(=O)(=O)Nc2ccc(Cc3ccncc3)cc2)c1,4%,0%,15%,-2%
COc1ccc(C2=NN(C(=O)CSc3nccn3C)C(c3ccco3)C2)cc1 (configuration not stated),0%,-3%,-10%,-14%
Cc1ccc(-c2cc(C(=O)N3CCOCC3)c3ccccc3n2)o1,22%,8%,25%,-10%
CC(=O)N1CCN(CC(=O)Nc2cccc(S(=O)(=O)N3CCCCC3)c2)CC1,16%,-2%,-13%,3%
O=C(NCCCn1ccnc1)C1CCN(S(=O)(=O)c2cc([N+](=O)[O-])ccc2Cl)CC1,9%,1%,3%,4%
CCOC(=O)C1=C(C)N(C[C@@H]2CC[C@@H](Cc3ccc(-c4ccccc4)cc3)O2)C(=O)NC1C1CC1 (some centres not stated),-5%,-1%,-33%,-24%

# 2 entries from above, as tab-separated lines:
SMILES	p53 reactivation	ELG1 genotoxic	BRCA1 expr up	uPA surface inh
CN(c1ccccc1)S(=O)(=O)c1cccc(NC(=O)CCNC(=O)c2ccc([N+](=O)[O-])cc2)c1	-4%	-14%	-41%	-6%
CCOC(=O)C1=C(C)N(C[C@@H]2CC[C@@H](Cc3ccc(-c4ccccc4)cc3)O2)C(=O)NC1C1CC1 (some centres not stated)	-5%	-1%	-33%	-24%

# High-throughput results from PubChem BioAssay.

# The list is partial; rates above refer to the full screens.
